S2 tox – Viability Counterscreen for Primary qHTS for Inhibitors of ATXN expression; Potency, µM (titrated, usually from 56.7 µM), actives largely listed as cytotoxic; S2 cells (HEK-293 line with an ATXN2-luciferase reporter) viability, CellTiter-Fluor protease fluorescence, 24 h; 0.49% of 400,000 active; note: potency is the fitted concentration of half-maximal effect; nearly all actives have a fitted effect of over 40% in size
Nrf2 block – Nrf2 qHTS screen for inhibitors; A549 ARE-Fluc reporter, luciferase luminescence, 18-24 h; Potency, µM (highest dose often 46 µM), for the others: at the top dose activity change, negative = inhibition, actives largely listed as inhibitors; 2.1% of 360,000 active; note: potency is the fitted concentration of half-maximal effect; % is set by controls: 0 for no effect and ±100 for the full control effect; nearly all actives have a fitted effect of over 60% in size
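A549 ARE_Fluc cells (5000/well, 5% FBS OPTI-MEM) pre-incubated 2 h, then treated with compounds 18-24 h at 37C/5% CO2 in concentration-response. CellTiter-Fluor viability read first; BugLite luciferase luminescence after 15 min at room temperature gives Nrf2 activity.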
TGFb SMAD3 inh – qHTS for Inhibitors of TGF-b; HepG2 CAGA-GFP TGF-b/SMAD3 reporter, GFP fluorescence, 18 h; TGF-beta stimulated, 500 pg/mL final; Potency, µM (top dose mostly 46.1 µM), without a hit: at the highest dose activity, negative = inhibition, hits mostly inhibitors; 1.2% of 410,000 active; note: potency is the fitted concentration of half-maximal effect; % is set by controls: 0 for no effect and ±100 for the full control effect; nearly all actives have a fitted effect of over 65% in size
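Inhibition of TGF-beta-driven CAGA-GFP reporter expression in HEPG2 cells is measured by cellular GFP fluorescence after 18 h stimulation with 500 pg/mL recombinant TGF-beta in 1% FBS medium at 37 degrees C.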
Nrf2 activator – qHTS of Nrf2 Activators; 0.31% of 410,000 active; AREc32 ARE-luciferase reporter (MCF7-derived line), luminescence, 24 h; Potency, µM (titrated, usually from 46.1 µM), for inactives: at the top dose activation, most hits filed as activators; note: potency is the fitted concentration of half-maximal effect; % of control where 0% means no effect; nearly all actives have a fitted effect of over 65% in size
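AREc32 cells carrying an ARE-driven firefly luciferase reporter were seeded at 1000 cells/well in OPTI-MEM with 5% FBS, then exposed to compound for 24 hr at 37 deg C. Luminescence was read with Steady-Glo after 30 min at RT.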
ATXN2 expr inh – Primary qHTS for Inhibitors of ATXN expression; HEK-293 ATXN2-luciferase reporter, luminescence, 24 h; Potency, µM (highest dose often 57 µM), inactives show at the top dose activity change, negative = inhibition, hits mostly inhibitors; 0.72% of 360,000 active; AID 1745845, 2022; note: potency is the fitted concentration of half-maximal effect; % is set by controls: 0 for no effect and ±100 for the full control effect; nearly all actives have a fitted effect of over 55% in size
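ATXN2-luciferase reporter cells (luciferase flanked by upstream and downstream ATXN2 gene portions) were treated 24 h at 37 °C with compounds at up to 57 uM. SteadyGlo luminescence gave expression; GF-AFC fluorescence gave viability.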
MCF10A rerep – A quantitative high throughput screen for small molecules that induce DNA re-replication in MCF 10a normal breast cells; MCF 10A DNA re-replication, Hoechst nuclear intensity, 48 h; Potency, µM (top dose mostly 46.1 µM), inactives show top-dose activity, positive = re-replication, usual class: activators; 2.9% of 350,000 active; note: potency is the fitted concentration of half-maximal effect; % of control where 0% means no effect; nearly all actives have a fitted effect of over 50% in size
HepG2 viability – qHTS for Inhibitors of TGF-b: Cytotox Counterscreen; 0.76% of 410,000 active; Potency, µM (doses to about 46.1 µM), inactives show at the highest dose activity change, negative = cytotoxicity, actives largely listed as cytotoxic; HepG2 CAGA-GFP viability, ATP luminescence, 18 h; note: potency is the fitted concentration of half-maximal effect; some results filed as inactive show a strong effect at the top dose
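HepG2 CAGA-GFP cells (1000/well, DMEM with 1% FBS) received compound, then TGF-beta at 500 pg/mL final, and were incubated 18 hours at 37 degrees C. Viability was read by CellTiter-Glo luminescence. Media-only wells were set as complete cell-killing and DMSO as no toxicity.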
IL1B secr inh – qHTS for Inhibitors of Inflammasome Signaling: IL-1-beta AlphaLISA Primary Screen | THP-1 LPS/ATP IL-1B secretion, AlphaLISA, 16 h; hits give low values | activity change, % at 57.5 µM | 4.7% of 360,000 active | AID 743279, 2014; in the data active = activity change below about -50%; inconclusive = mostly about -30% to -49%; note: % is set by controls: 0 for no effect and ±100 for the full control effect
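THP-1 cells pretreated 1 hr with compounds (up to 57.5 uM final), then stimulated with LPS (250 ng/mL final) plus ATP (1.25 mM final); secreted IL-1B measured by AlphaLISA after 16 hr, decreased signal indicating inhibition.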
A549 viability – Nrf2 qHTS screen for inhibitors: counterscreen for cytotoxicity | A549 ARE-Fluc cells, CellTiter-Fluor viability, 18-24 h | 0.16% of 390,000 active | Potency, µM (series often up to 46 µM), inactives show top-dose activity change, negative = cytotoxicity, hits mostly inhibitors | AID 504648, 2011; note: potency is the fitted concentration of half-maximal effect; % is set by controls: 0 for no effect and ±100 for the full control effect
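A549 ARE-Fluc cells in 5% FBS OPTI-MEM, 5000 cells/well, rested 2 h then exposed to compounds in concentration-response for 18-24 h at 37 °C. Viability by CellTiter-Fluor fluorescence (Ex 405/Em 525) after 30 min; luciferase luminescence (BugLite, 15 min, RT) read afterwards.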
Active calls of the source: *; i = inactive; ? = inconclusive; · = no result given; [ ] = dose if it differs, or a comment. Unless noted, calls come from the whole dose curve; as a rule, active = well fitted curve in the direction sought with a large enough effect; inconclusive = small, poorly fitted or top-dose-only effect, or another doubt; inactive = no such curve, though single readings can be large; an effect the other way counts as inactive or inconclusive. Compounds were not picked by outcome; 8.8% or so of the library scored in one or more.

Compound	S2 tox	Nrf2 block	TGFb SMAD3 inh	Nrf2 activator	ATXN2 expr inh	MCF10A rerep	HepG2 viability	IL1B secr inh	A549 viability
COc1ccc(CNC(=O)C/C(C)=N/NC(=O)COc2ccc(Br)cc2)cc1	i	-2%	3%	0.3%	-4%	-1%	-13%	12	0%
COc1cc2c(cc1OC)C1CCN3C(=O)CCC3N1CC2 (stereo unspecified)	i	6%	-2%	2.0%	4%	8%	-6%	1	-3%
CSc1ccccc1NC(=O)CN(C)CC(=O)NCc1ccccc1	i	6%	?	0.0%	-6%	-5%	-32%	8	-1%
Cc1cc(-c2ccccc2)nc(Oc2cccc(C(F)(F)F)c2)c1S(C)(=O)=O	i	·	-13%	3.9%	-1%	16%	-16%	-23	-5%
COc1ccc(C)cc1NC(=O)CSc1nc2ccccc2nc1N1CC(C)OC(C)C1 (stereo unspecified)	i	?	0%	0.6%	-3%	?	-14%	5	0%
Cn1nc(CC(=O)NC2CCCCCC2)c2ccccc2c1=O	i	18µM*	?	0.3%	-5%	7%	-8%	58	-4%
CC(=O)CS(=O)(=O)c1ccc(Oc2ccc(S(=O)(=O)CC(C)=O)cc2)cc1	?	·	20%	-1.2%	-23%	-2%	4%	7	-2%
COCCNc1nc(Nc2ccc(C#N)cc2)c2sccc2n1	i	·	36%[activator]	12%	-18%	·	-20%	73	·
Cc1c(N=C2SC(CC(=O)Nc3ccccc3)C(=O)N2CCN2CCOCC2)c(=O)n(-c2ccccc2)n1C (stereo unspecified)	i	20%	7%	0.9%	3%	-3%	-1%	-4	4%
CCOC(=O)[C@]12CCC=C1N(Cc1ccc(Cl)cc1Cl)C(=O)[C@H](CC(=O)NCc1ccc(OC)c(OC)c1)C2	?	·	·	1.1%	?	·	·	-22	·
CC1CCC(NC(=O)C2CCN(c3cnccn3)CC2)CC1 (stereo unspecified)	i	-11%	-6%	0.1%	10%	-185%[0.0737 µM]	11%	18	0%
Cc1cc(C)c2c(CC(=O)N(Cc3ccccc3)C3CCS(=O)(=O)C3)coc2c1 (stereo unspecified)	?	-21%	?	4.6%	-18%	·	-8%	·	-14%
O=C(COC(=O)/C=C/c1cccc(Cl)c1Cl)Nc1ccc2[nH]c(=O)[nH]c2c1	?	-6%	0%	?	-7%	7%	-17%	12	2%
Cn1c(=O)c2c([nH]c(=S)n2Cc2ccc(Cl)cc2)n(C)c1=O	i	-10%	4%	0.1%[9.22 µM]	-7%	-11%	-14%	45	4%
COc1ccc(NC(=O)c2cc(C)cc(C)c2)cc1[N+](=O)[O-]	i	?	-4%	0.3%	?	9%	-7%	?	8%
COc1ccc(Cl)cc1/C=C/c1ccc2cccc(O)c2n1	i	18%	-13%	?	3%	6%	-9%	93	3%
CO/N=C/NC(=O)c1c(OC)ccnc1Oc1ccc(Cl)cc1	i	-19%	-7%	-0.1%	1%	5%	6%	0	0%[1.84 µM]
CCN(CC(=O)N1CCOCC1)S(=O)(=O)c1ccc2ccccc2c1	i	-2%	-24%	-0.5%	-37%	-1%	-37%	6	1%
CCOC(=O)C1(S(=O)(=O)c2ccccc2)CCN(Cc2ccc(Cl)cc2)CC1	?	-9%	-25%	-0.2%	-20%	6%	-14%	-26	-9%
CC(C)N1CCN(Cc2cn[nH]c2C2CCCCC2)CC1CCO (stereo unspecified)	?	7%	-16%	-0.1%	7%	1%	-7%	25	-12%
COc1cccc(C(=O)NCC(=O)OCc2cc(=O)n3c(C)csc3n2)c1	i	?	-12%	4.8%	11%	·	-3%	·	-10%
CCOC(=O)C1CCCCN1Cc1cccc(Oc2ccccc2)c1 (stereo unspecified)	i	?	-1%	-1.8%	-6%	26%	-37%	-5	23%
COc1ccc(NC(=O)C2CCN(S(=O)(=O)c3c(C)noc3C)CC2)cc1OC	i	-2%	12%	-0.2%	11%	-3%	-1%	1	5%
Cc1cc(C)n(-c2nc3ccccc3[nH]c2=O)n1	i	-3%	22%	0.3%	7%	-2%	29%	16	-4%
O=[N+]([O-])c1cnccc1NC1CCCCC1	i	?	?	-0.5%	9%	1%	-43%	9	-7%
Cc1nc2ccccc2c(=O)n1/N=C/c1c(O)ccc2ccccc12	i	8%	-1%	-1.2%	0%	13%	-25%	57	0%
Cc1ccccc1CN(c1ccc(C(=O)N2CCN(C)CC2)cc1)S(C)(=O)=O	i	-10%	6%	0.5%	-7%	?	21%	7	2%
Cn1c(COc2ccccc2)nnc1SCC(=O)NCc1ccccc1	i	?	-3%	0.5%	24%	-2%	0%	-13	0%
O=C(COc1ccccc1/C=C\c1nc(O)c([N+](=O)[O-])c(=O)[nH]1)Nc1ccccc1	i	-2%	-18%	3.1%	58%[activator]	4%	-1%	6	-24%
O=C(NCc1ccco1)C1CCN(C(=O)N2CCOc3ccccc32)CC1	·	21%	-1%	0.0%	·	·	-20%	·	4%

Quoted from the listing.
CC(=O)CS(=O)(=O)c1ccc(Oc2ccc(S(=O)(=O)CC(C)=O)cc2)cc1 in TGFb SMAD3 inh → 20%
CCOC(=O)[C@]12CCC=C1N(Cc1ccc(Cl)cc1Cl)C(=O)[C@H](CC(=O)NCc1ccc(OC)c(OC)c1)C2 in Nrf2 activator → 1.1%
COc1ccc(Cl)cc1/C=C/c1ccc2cccc(O)c2n1 in IL1B secr inh → 93

Back to the main list, repeating the 2 entries before the break.
Compound	S2 tox	Nrf2 block	TGFb SMAD3 inh	Nrf2 activator	ATXN2 expr inh	MCF10A rerep	HepG2 viability	IL1B secr inh	A549 viability
O=C(COc1ccccc1/C=C\c1nc(O)c([N+](=O)[O-])c(=O)[nH]1)Nc1ccccc1	i	-2%	-18%	3.1%	58%[activator]	4%	-1%	6	-24%
O=C(NCc1ccco1)C1CCN(C(=O)N2CCOc3ccccc32)CC1	·	21%	-1%	0.0%	·	·	-20%	·	4%
COc1ccc(C(NC(=O)C2CCN(CCOc3ccc(Cl)cc3Cl)CC2)c2ccccc2C)cn1 (stereo unspecified)	·	·	?	0.4%	?	·	-102%	-1	·
COc1ccc(N2CCN(C(=O)C(Cc3ccccc3)NC(=O)c3ccccc3)CC2)cc1 (stereo unspecified)	?	-15%	?	-0.5%	-12%	?	-23%	-19	1%
CCCc1nc2oc3c(NCCN(C)C)ncnc3c2c2c1CCCC2	?	5%	?	3.6%	?	?	-85%	0	·
CC(=O)c1c(C)[nH]c(C(=O)COC(=O)c2cc(C)oc2C)c1C	i	?	2%	3.7%	-22%	?	-6%	?	0%
O=C(NC1CCCC1)C(c1ccccn1)N(Cc1ccccc1F)C(=O)c1csnn1 (stereo unspecified)	?	-3%	-12%	0.3%	-4%	-1%	-2%	0	-5%
COc1ccc(CCNC(=O)C(=O)Nc2ccc(C)cc2)cc1OC	i	·	8%	-0.3%	5%	·	-3%	·	-12%
Cc1ccc(C(=O)NNC(=O)C2CCN(c3nc(C)cc(C)n3)CC2)cc1	i	-2%	?	0.2%	7%	-4%	-14%	0	4%
N#C/C(C(=O)c1ccccc1)=C1/CCCN1	i	2%	-8%	0.7%	17%	-3%	-1%	7	11%
Cc1noc(C)c1S(=O)(=O)N1CCCC(C(=O)Nc2nccs2)C1 (stereo unspecified)	i	-2%	2%	-0.3%	-4%	-8%	8%	62	-4%
Cc1ccc(S(=O)(=O)N2CCCCC2)cc1NC(=S)NC(=O)c1ccco1	i	?	?	7.4%	·	2%	-22%	-1	-2%
O=C(NC(=S)NCCc1ccc(Cl)cc1)c1ccco1	i	-13%	-17%	4.2%	-23%	12%	-15%	31	16%
COc1ccc(NS(=O)(=O)c2ccc(NC(=O)c3ccc(N(C)S(C)(=O)=O)cc3)cc2)cc1	?	16µM*	8%	3.5%	-16%	?	-33%	3	?
O=C(/C=C/c1cccc([N+](=O)[O-])c1)N(c1ccccn1)c1ccccn1	i	1%	2%	5.1%	3%	-2%	-3%	?	2%
O=C(OCC(=O)c1ccccc1Br)c1ccncc1	i	-9%	-22%	-0.4%	-10%	1%	12%	6	-17%
COc1ccc(NC(=O)CSCC(=O)N(C)CC(=O)Nc2ccc(Cl)c(C(F)(F)F)c2)cc1	i	-7%	-14%	1.3%	-17%	28%	0%	-7	-4%
CCOC(=O)C1(Cc2cccc(F)c2)CCN(Cc2nc(CC)[nH]c2C)CC1	i	9%	2%	0.0%	-18%	13µM*	0%	-55*	2%
CCOc1ccc(-c2c(C)nn3c(C)c(C(=O)Nc4cc(C)cc(C)c4)cnc23)cc1OCC	i	?	0%	-0.6%	-10%	·	-4%	·	-3%
COc1cc2c(c(OC)c1OC)C(c1ccc(C)cc1)CC(=O)O2 (stereo unspecified)	i	24%	-18%	2.5%	1%	-31%	-27%	11	4%
O=C(CC[C@H]1O[C@@H](n2cnc3c(NC(=O)c4ccccc4)ncnc32)[C@H](O)[C@@H]1O)NCCCN1CCCC1=O	i	·	0%	0.6%	1%	·	-8%	4	·
O=C(NC1CCCCC1)c1ccc(-c2ccccc2F)o1	i	?	18%	0.3%	78%[activator]	3%	14%	-13	1%
COC(=O)C1(c2ccccc2)NC(c2cccs2)C2C(=O)N(C)C(=O)C21 (stereo unspecified)	i	?	2%	0.2%	1%	-2%	2%	19	1%
CCOc1ccc(Br)cc1/C=N/NC(=O)c1ccncc1	i	-2%	-1%	3.1%	-21%	?	-15%	40	-7%
CCN1CCN(C(=S)Nc2sc(C)c(-c3ccccc3)c2C(=O)OC)CC1	i	4%	-23%	4.3%	-14%	?	-26%	i	12%
O=C(CCCN1C(=O)/C(=C/c2ccccc2)SC1=S)Nc1cccc(O)c1	?	8%	14µM*	-2.0%	·	?	-67%	-52*	12%

Bioassay records from PubChem.
